CHO parental Ca = ATP-evoked calcium signal inhibitors, parental CHO, primary screen, counter-screen for OX1R antagonist project, cell-based, fluorescence, Fluo-8 calcium dye | parental CHO-K1, ATP-induced calcium, Fluo-8 fluorescence | inhibition, % at 5.6 µM | 330,000 compounds, 0.63% hits;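 active = inhibition above that plate's mean sample inhibition plus 3 SD, cut at about 26% in these data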;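 also: 0% = ATP-challenged DMSO wells and 100% = DMSO wells without ATP; some compounds past the cut are filed as inactive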
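test system = CHO parental line | reagent = ATP stimulus | measured by = intracellular calcium via Fluo-8 no-wash fluorescent dye | control set = ATP and no-ATP DMSO wells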
OXTR potentiator = human OXTR potentiators, primary screen, fluorescence, CHO-OTR cells, Fluo-8 calcium; AID 2445, 2010; 320,000 compounds, 0.061% hits; activation, % at 3 µM; Fluo-8 calcium fluorescence, potentiator mode; 0% = oxytocin EC15, 100% = EC100; Oxytocin receptor (Homo sapiens), P30559;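 active = activation above that plate's cutoff, the mean activation of tested compounds plus 3 SD, cut at about 6.6% in these data, passing the limit was not always enough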;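 also: 100% uses oxytocin at 75 nM as the full agonist control; some results filed as inactive read as strong as hits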
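Assay system: CHO cell line stably expressing human OTR | Also added: Oxytocin at about EC15, sub-maximal agonist stimulus | Times: Compound 6 min at room temperature before oxytocin, 100 s read | Measured by: Fluo-8 intracellular calcium fluorescence, ex 470-495, em 515-575 nm | Controls: EC15 oxytocin alone as 0%, 75 nM oxytocin as 100%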
M1 antag = human M1 muscarinic receptor antagonists, primary screen, CHO-K1 cells, Fluo-8 calcium fluorescence, 1536-well; Muscarinic acetylcholine receptor M1 (Homo sapiens), P11229; CHO-K1 hM1, ACh EC80 antagonist; inhibition, % at 3 µM; 360,000 compounds, 1.3% hits;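 active = percent inhibition above its own plate's cutoff, namely the mean of that plate's compound wells plus 3 SD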;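 also: peak over basal fluorescence ratio during 140 s after agonist addition; 0% = ACh EC80 plus DMSO and 100% = DMSO alone without agonist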
Target sequence (P11229 whole entry, looked up): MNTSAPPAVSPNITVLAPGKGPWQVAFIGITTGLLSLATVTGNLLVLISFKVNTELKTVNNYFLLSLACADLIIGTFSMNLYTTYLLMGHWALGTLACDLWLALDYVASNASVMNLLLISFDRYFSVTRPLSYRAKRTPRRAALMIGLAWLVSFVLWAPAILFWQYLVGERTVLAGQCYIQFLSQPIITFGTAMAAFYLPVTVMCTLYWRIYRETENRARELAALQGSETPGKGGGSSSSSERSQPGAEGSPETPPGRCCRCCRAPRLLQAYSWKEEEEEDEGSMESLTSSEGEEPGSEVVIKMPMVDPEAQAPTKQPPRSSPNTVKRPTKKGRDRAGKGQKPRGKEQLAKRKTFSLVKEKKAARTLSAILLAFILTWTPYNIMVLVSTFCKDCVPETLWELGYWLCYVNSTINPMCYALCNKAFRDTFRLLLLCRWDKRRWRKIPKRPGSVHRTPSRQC
CHRM1 agonist = human M1 muscarinic receptor agonists, primary screen, Fluo-8 calcium fluorescence, CHO-K1 cells, HTS | activation, % at 3 µM | CHO-K1 hM1, agonist mode; 0% DMSO, 100% acetylcholine EC100 | 360,000 compounds, 0.33% hits | Muscarinic acetylcholine receptor M1 (Homo sapiens), P11229;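 active = activation above the run's mean compound activation plus 3 SD, cut at about 16% in these data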;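 also: peak over basal fluorescence ratio within a 140 s kinetic read after compound addition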
TAAR1 agonist = human TAAR1 agonists, primary screen, Fluo-8 calcium fluorescence, CHO RD-HGA16 cells; activation, % at 3 µM; vehicle wells 0%, saturating PEA agonist 100%; 360,000 compounds, 0.99% hits;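 active = activation above the mean activation of all test compounds in the run plus 3 SD, cut at about 38% in these data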
Target sequence (Q96RJ0 whole entry, looked up): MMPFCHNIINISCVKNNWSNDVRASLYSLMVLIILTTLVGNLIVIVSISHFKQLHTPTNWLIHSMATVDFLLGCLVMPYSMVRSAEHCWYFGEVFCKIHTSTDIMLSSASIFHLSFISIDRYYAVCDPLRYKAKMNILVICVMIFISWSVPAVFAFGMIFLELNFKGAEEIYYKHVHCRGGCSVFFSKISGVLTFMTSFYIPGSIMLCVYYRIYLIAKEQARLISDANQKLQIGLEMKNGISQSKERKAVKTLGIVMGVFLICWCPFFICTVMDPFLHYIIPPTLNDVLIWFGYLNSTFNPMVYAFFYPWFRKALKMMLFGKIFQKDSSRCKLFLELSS
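Test system: RD-HGA16 (CHO) cells co-expressing Gα16 and hTAAR1 | Doses: Single dose, 3 µM | Schedule: 17-24 h seeding, 75 min 37 °C dye, 30 min RT | Evaluation: % activation from peak over basal fluorescence ratio, DMSO-to-PEA scaled | Technique: Kinetic Fluo-8 calcium fluorescence | Benchmarks: Low control DMSO, high control PEA (EC100)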
V1R ag counter = agonists of human V1a receptor, primary screen, counter-screen for OXTR agonist project, fluorescence, CHO-V1R cells; 320,000 compounds, 0.25% hits; AID 2797, 2010; Vasopressin V1a receptor (Homo sapiens), P37288; activation, % at 3 µM; Fluo-8 calcium fluorescence, agonist mode; 0% DMSO, 100% 3 nM vasopressin;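 active = activation above the mean activation of all tested compounds plus 3 SD, per screening run, cut at about 20% in these data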;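 also: signal is peak over basal fluorescence ratio across a 100 second FLIPR read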
TAAR1 antagonist = human TAAR1 antagonists, primary screen, Fluo-8 calcium fluorescence, CHO RD-HGA16 cells. Trace amine-associated receptor 1 (Homo sapiens), Q96RJ0. antagonist. inhibition, % at 3 µM. 360,000 compounds, 1.5% hits;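 active = inhibition above a per-plate cutoff, the mean inhibition of test compounds on that plate plus 3 SD, cut at about 49% in these data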;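 also: 0% = DMSO plus EC80 beta-PEA response and 100% = DMSO alone without agonist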
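Assay system: CHO-derived RD-HGA16 cells stably expressing human TAAR1 plus Gα16. Timing: 140 s kinetic read after compound, 140 s after agonist. Technique: kinetic Fluo-8 calcium fluorescence measurement. Measure: % inhibition of agonist calcium response.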
M1 PAM = human M1 muscarinic receptor positive allosteric modulators, primary screen, CHO-K1 cells, Fluo-8 calcium fluorescence, 1536-well; CHO-K1 hM1, ACh EC20; 0% = ACh EC20, 100% = maximal ACh; activation, % at 3 µM; 360,000 compounds, 0.088% hits; AID 588819, 2011; in the data active = activation above about 19%, passing the limit was not always enough
OXTR agonist = human OXTR agonists, primary screen, fluorescence, CHO-OTR cells, Fluo-8 calcium. activation, % at 3 µM. Fluo-8 calcium fluorescence; normalized: DMSO 0%, oxytocin 100%. Oxytocin receptor (Homo sapiens), P30559. 320,000 compounds, 0.32% hits;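 active = activation above the mean of all tested compounds plus 3 SD, cutoff set per screening run, cut at about 20% in these data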;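 also: peak over basal fluorescence ratio from a 100 s FLIPR kinetic read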
* hit, by the source's call; / = no result given.

SMILES | CHO parental Ca | OXTR potentiator | M1 antag | CHRM1 agonist | TAAR1 agonist | V1R ag counter | TAAR1 antagonist | M1 PAM | OXTR agonist
CCN1C/C(=C\c2cccc([N+](=O)[O-])c2)C(=O)/C(=C/c2cccc([N+](=O)[O-])c2)C1 | / | / | -3 | -10 | 1 | / | -29 | 10 | /
CC(=O)c1cccc(N2C(=NC(=O)C3CC3)SC3CS(=O)(=O)CC32)c1 (configuration not stated) | 3 | -9 | -6 | -1 | 0 | 0.0 | -17 | 6 | 0.1
CCCCC[C@H](O)/C=C/[C@@H]1[C@@H](CCCCCCC(=O)O)[C@@H](O)C[C@H]1O | -1 | -4 | -18 | 0 | / | 0.9 | / | 2 | -0.5
CCC(CO)Oc1cc(NCc2ccc(C)c(C)c2)c2ncn(C(C)C)c2c1 (configuration not stated) | -21 | -5 | -19 | 2 | 12 | 2.3 | 24 | 17 | 1.4
COc1ccc(/C=N/NC(=O)Cc2n[nH]c(=O)[nH]c2=O)cc1 | -5 | 0 | -12 | 0 | 8 | -0.4 | -13 | 11 | 0.0
CCOc1ccc(N(C(=O)c2snc(C(N)=O)c2N)C(C(=O)NCC2CCCO2)c2ccco2)cc1 (configuration not stated) | -11 | -5 | -3 | 4 | -2 | 3.5 | -4 | 18 | -0.2
O=C(Nc1ccc2c(c1)Cc1ccccc1-2)c1ccncc1 | 2 | -14 | -6 | -8 | 3 | 2.5 | 7 | 1 | 1.2
CCN(CC)C(=O)Oc1c(Cl)cc(Cl)c2cccnc12 | -6 | 5 | -1 | -7 | 10 | -1.6 | -5 | -6 | -2.0
OCC[C@@H]1C[C@H](O)[C@@H](O)[C@]2(OCCc3cc(C(F)(F)F)ccc32)O1 | / | / | -14 | -2 | 0 | / | -35 | 4 | /
O=C(O)c1ccccc1C1c2ccccc2Oc2ccccc21 | / | / | -8 | -1 | 1 | / | -19 | 10 | /
C=CC[C@@H](CC(=O)N[C@@H](CO)Cc1ccccc1)C(=O)NCCOC(=O)[C@@H](CC=C)Cc1ccc(F)cc1 | -12 | -6 | -8 | 0 | 0 | 3.2 | 11 | 7 | 0.5
CCN(CC)CCNC(=O)C(=O)NCC1OCCN1C(=O)c1ccc2c(c1)OCO2 (configuration not stated) | -5 | -1 | / | / | / | 0.9 | / | / | -1.8
COC(=O)/C(=C\Nc1ccccc1)NC(=O)c1ccc(Cl)cc1Cl | -6 | -3 | -1 | -2 | 4 | -1.3 | 14 | 10 | -2.5
N#Cc1ccccc1Sc1ccccc1C(=O)NCC(c1ccco1)N1CCCC1 (configuration not stated) | -12 | -10 | 37* | -7 | 0 | -0.7 | -10 | -23 | -1.0
O=C(c1cc(COc2ccc(F)cc2Cl)on1)N1CCN(c2cnccn2)CC1 | -12 | -4 | 13 | 1 | 12 | 6.8 | 25 | -11 | 7.3
Cn1cccc1C(=O)C(=O)Nc1ccc(F)c(F)c1 | 2 | -14 | -4 | -5 | 7 | -0.4 | 9 | 6 | -0.4
CCC1(C)Cc2ccccc2-c2nc(NCCO)n(-c3ccc(C)cc3)c(=O)c21 (configuration not stated) | -10 | -7 | -13 | 1 | 22 | 2.8 | -5 | 2 | 2.5
Cc1nc(/N=C(\N)NC(=O)N2c3ccccc3Sc3ccccc32)nc2ccccc12 | -15 | -14 | -5 | -10 | 1 | -0.3 | -1 | 6 | -2.3
CC(=O)c1ccc(NC(=O)CC2Nc3cccc4cccc(c34)NC2=O)cc1 (configuration not stated) | 1 | -6 | 6 | -3 | 14 | -1.2 | 48 | -10 | 0.5
CSc1nsc(SCC(=O)Nc2nc3ccc(C)cc3s2)n1 | -8 | 1 | -5 | -4 | 2 | 0.8 | -8 | 6 | 0.4
CCn1cc(C(=O)O)c(=O)c2cc(F)c(N3CCN(C(=S)NC(=O)c4ccccc4F)CC3)cc21 | 5 | -1 | -11 | -3 | 1 | -0.2 | -17 | 8 | 0.7
O=C(NCc1ccccc1Cl)c1ccc(S(=O)(=O)N2CCCC2)cc1 | -10 | -7 | -7 | -6 | -3 | 1.2 | 12 | 7 | 1.9
Cc1cc(C(=O)CN2C(=O)NC3(CCCCC3C)C2=O)c(C)n1Cc1cccs1 (configuration not stated) | -15 | -7 | -1 | -4 | 1 | 1.4 | 0 | -2 | 0.4
S=C(NCCc1ccccc1)Nc1cnc2ccccc2c1 | 1 | -4 | 2 | 3 | 15 | 4.7 | -7 | -1 | 5.3
CSc1c(CC(=O)Nc2ccccc2)n(C)c2ccccc12 | -12 | -8 | -13 | -6 | -2 | 1.4 | 2 | 4 | -1.8
CCCOc1ccc(-c2nc(C#N)c(NCCCn3ccnc3)o2)cc1 | -25 | -11 | 0 | -13 | 18 | 0.9 | -12 | -17 | 0.4
COc1ccc(CCNC(=O)CCc2ccccc2)cc1OC | -25 | -3 | -24 | -2 | -1 | -0.3 | -4 | 17 | -0.7
CCCCn1nc(C(=O)NCC2COc3ccccc3O2)c2ccccc2c1=O (configuration not stated) | -22 | -3 | 12 | -8 | 21 | 1.5 | 16 | -9 | 0.5
CC(=O)Nc1ccc2nc(-c3cccnc3)[nH]c2c1 | 0 | -8 | -5 | -3 | 12 | 0.2 | -5 | 6 | 0.5
O=C(c1ccc2c(c1)OCO2)N1CCOCC1 | -11 | 5 | -6 | -2 | 8 | -0.3 | -2 | 3 | 0.0

Entries listed above marked active in M1 antag.
Compound | OXTR potentiator | M1 antag | CHRM1 agonist | TAAR1 antagonist | M1 PAM
N#Cc1ccccc1Sc1ccccc1C(=O)NCC(c1ccco1)N1CCCC1 (configuration not stated) | -10 | 37* | -7 | -10 | -23

(listing goes on)
SMILES | CHO parental Ca | OXTR potentiator | M1 antag | CHRM1 agonist | TAAR1 agonist | V1R ag counter | TAAR1 antagonist | M1 PAM | OXTR agonist
COc1ccc(/C=C2\CC/C(=C\c3ccc(OC)cc3OC)C2=O)c(OC)c1 | 2 | -7 | -5 | 4 | 13 | 4.7 | -4 | 4 | 4.4
CC(C)(C)OC(=O)N1CCN(c2ccc(CNC(=O)c3ccc(Cl)cc3)cc2)CC1 | -11 | -10 | -1 | -4 | 5 | 2.2 | 1 | 3 | -1.2
CCOC(=O)c1ccc(-c2ccc3ncnc(NCc4csc(C)n4)c3c2)o1 | / | / | 1 | -7 | 4 | / | 39 | -9 | /
O=[N+]([O-])c1ccc(C=NNc2ccc(S(=O)(=O)O)cc2)cc1 | / | / | -10 | -2 | 2 | / | -14 | 5 | /
CCc1ccccc1NCC(=O)Nc1ccccc1C(=O)OC | -28 | -4 | 5 | -7 | 1 | 12 | -1 | -5 | -2.5
c1ccc(C2(CN3CCNC[C@@H]3CC3CCCCC3)CC2)cc1 | -13 | 4 | 1 | -2 | 13 | 1.6 | 14 | 3 | 3.1
CCc1ccccc1Nc1nc(N)nc(COC(=O)CCNS(=O)(=O)c2ccccc2)n1 | -21 | -13 | 19 | -2 | 9 | 17 | 11 | -9 | -2.0
O=C(Nc1ccc(F)c(F)c1)c1ccccc1-c1ccccc1 | -4 | 1 | -5 | -8 | -1 | -1.5 | -3 | 3 | -1.2
COc1cc2c(cc1OC)CN(C(=O)c1cc(S(=O)(=O)N3CCOCC3)ccc1C)CC2 | -13 | -11 | -3 | 5 | 1 | -1.3 | -13 | 13 | -1.3
O=C(O)CCc1ccc(-c2cccs2)n1NC(=O)c1cccs1 | -5 | -9 | -6 | -6 | 1 | 1.5 | 8 | 13 | -0.5
O=[N+]([O-])c1ccc(N2CCN(c3ccccc3F)CC2)nc1 | / | / | -16 | -3 | 0 | / | -3 | 7 | /
CN1CCN(CCCNC(=O)Cn2ncc3c4ccccc4n(C)c3c2=O)CC1 | 2 | 2 | 2 | -3 | 1 | -0.3 | -10 | 2 | 0.2
COc1ccc(CCC(=O)Nc2nc3c(s2)CN(C)CC3)cc1OC | -2 | -4 | -1 | -4 | 3 | -0.3 | -2 | -1 | 1.1
Cc1ncn(-c2ccc(C(=O)Oc3ccccc3)cn2)n1 | 6 | -5 | -8 | -6 | 5 | 0.9 | -1 | 11 | 1.0
CCc1ccc(C(=O)C(C)OC(=O)CNS(=O)(=O)c2ccc(C)cc2)cc1 (configuration not stated) | -19 | -6 | 1 | -2 | 2 | 0.6 | 4 | 4 | -1.1
COc1ccc(S(=O)(=O)N2CCN(Cc3ccc(OC)c(OC)c3)CC2)cc1 | -15 | -2 | -15 | 2 | 0 | 3.7 | 6 | 23 | -0.4
O=C1c2ccccc2S(=O)(=O)N1Cc1ccccc1[N+](=O)[O-] | -5 | -13 | -20 | 0 | 2 | 1.3 | 0 | 7 | -0.3
COc1ccc(C(C)(C)C)cc1NC(=O)CCCN1C(=O)CN(C)C1=O | / | / | -18 | -4 | 1 | / | -19 | 16 | /
Cc1ccc(-n2c(SCC(=O)NCc3ccco3)nc3c(sc4ccccc43)c2=O)cc1 | -16 | 0 | 14 | -4 | 8 | 1.3 | 22 | -5 | 0.8
CN1CCN(C(=O)c2ccccc2-c2nc(-c3ccccc3)no2)CC1 | -21 | 5 | -20 | -4 | 2 | 0.7 | 7 | 8 | 0.4
CCC(C)(C)NC(=O)C(c1ccccc1F)N(Cc1ccco1)C(=O)Cn1nnc2ccccc21 (configuration not stated) | -16 | -5 | -2 | -5 | -1 | 1.7 | -6 | 4 | -2.4
Cc1ccc(C(C2=C(O)CC(C)(C)CC2=O)C2C(=O)CC(C)(C)CC2=O)o1 (configuration not stated) | -9 | -8 | 12 | 0 | 26 | 1.3 | -9 | -4 | -0.8

Profiles, looked up by structure:
Record of `Cc1ncn(-c2ccc(C(=O)Oc3ccccc3)cn2)n1` → CHO parental Ca = 6; OXTR potentiator = -5; M1 antag = -8; CHRM1 agonist = -6; TAAR1 agonist = 5; V1R ag counter = 0.9; TAAR1 antagonist = -1; M1 PAM = 11; OXTR agonist = 1.0
Record of `CCc1ccc(C(=O)C(C)OC(=O)CNS(=O)(=O)c2ccc(C)cc2)cc1` (configuration not stated) → CHO parental Ca = -19; OXTR potentiator = -6; M1 antag = 1; CHRM1 agonist = -2; TAAR1 agonist = 2; V1R ag counter = 0.6; TAAR1 antagonist = 4; M1 PAM = 4; OXTR agonist = -1.1
